High-throughput results (PubChem BioAssay)
FLuc counter = inhibits or activates purified firefly luciferase, miR-21 counter-screen; P08659; purified FLuc, Km substrates, luminescence inhibition; Potency, µM (highest dose often 57.5 µM), inactives show top-dose activity change, negative = inhibition, actives largely listed as inhibitors; 360,000 compounds, 6.9% hits; active means well fitted inhibition curve with a large enough effect; inconclusive means small, poorly fitted or top-dose-only effect;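 further: plate controls were vehicle for no effect and reference inhibitor for full effect; nearly all actives have a fitted effect of over 55% in size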
Target sequence (P08659 whole entry, looked up): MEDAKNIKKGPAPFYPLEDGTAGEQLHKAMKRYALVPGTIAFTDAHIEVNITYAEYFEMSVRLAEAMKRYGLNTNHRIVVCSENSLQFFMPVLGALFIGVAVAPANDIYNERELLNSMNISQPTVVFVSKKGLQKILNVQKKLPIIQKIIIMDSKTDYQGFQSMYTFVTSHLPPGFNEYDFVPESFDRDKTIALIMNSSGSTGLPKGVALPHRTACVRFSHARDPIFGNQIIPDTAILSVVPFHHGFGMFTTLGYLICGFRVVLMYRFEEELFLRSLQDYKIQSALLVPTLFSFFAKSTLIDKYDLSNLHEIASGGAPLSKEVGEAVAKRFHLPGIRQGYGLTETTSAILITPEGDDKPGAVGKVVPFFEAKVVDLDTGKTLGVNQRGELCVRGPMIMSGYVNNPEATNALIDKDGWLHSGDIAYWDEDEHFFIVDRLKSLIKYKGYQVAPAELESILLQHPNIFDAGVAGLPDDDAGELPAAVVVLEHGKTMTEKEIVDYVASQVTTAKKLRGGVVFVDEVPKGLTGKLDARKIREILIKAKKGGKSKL
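Purified P. pyralis luciferase, 10 nM final, with Km-level 10 uM D-luciferin and 10 uM ATP in 50 mM Tris acetate pH 7.5, 10 mM Mg acetate, 0.01% Tween-20, 0.05% BSA; 6-point qHTS titration about 60 µM downward; luminescence read.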
An asterisk follows results filed as active; ? = inconclusive. Potency means the concentration at half of the fitted maximal effect.

item	Compound	FLuc counter
1	COc1ccc(-c2cccc(NS(=O)(=O)c3cc(C(F)(F)F)ccc3Cl)c2)nn1	?
2	Cc1ccc(C)c(OCCn2cc(C(=O)c3cccs3)c3ccccc32)c1	-1.6%
3	CCOC(=O)C1CCN(C(=O)c2ccc3c(c2)sc2nc(-c4ccc(OC)cc4)cn23)CC1	-16.9%
4	CCc1cc(=O)[nH]c(SCc2nc(-c3cccc(Cl)c3)no2)n1	?
5	Cc1ccc(CNC(=O)c2ccc(CSCc3c(F)cccc3Cl)o2)cc1	-16.5%
6	Nc1c(C(=O)Nc2ccccc2)nnn1Cc1ccc(F)cc1Cl	-0.7%
7	Cc1oc(-c2cccc(Cl)c2)nc1CN1CCC(C(=O)NC(C)C)CC1	1.5%
8	O=C1CC(c2nc3ccccc3n2CCCOc2ccccc2)CN1c1ccc(F)cc1 (configuration not stated)	-18.9%
9	COc1ccccc1C(=O)Nc1c(C(=O)Nc2ccc(C)cc2)oc2ccccc12	-0.5%
10	Cc1ccc(NC(c2ccc(Cl)cc2)c2nnc(-c3cccc(F)c3)o2)cc1C (configuration not stated)	-14.8%
11	COCCNC(=O)c1cnc2sc(N3CCC(C)CC3)nn2c1=O	-1.2%
12	CCCOc1ccc(C(=O)Nc2nonc2-c2ccc(OCC)cc2)cc1	-9.5%
13	COc1ccc(-c2csc3nc(-c4ccc(F)cc4)oc(=O)c23)cc1OC	0.4%
14	CC(=O)c1ccc(Nc2cc(C)nc3nc(Cc4ccc(Cl)cc4)nn23)cc1	-0.7%
15	O=C(Nc1ccc(F)cc1F)N1CCc2c(sc3c2CCCC3)C1c1ccc(F)cc1 (configuration not stated)	4.5%
16	CC(C)(C)OC(=O)N1CCC(c2c(C(=O)NCCc3ccccc3)cnn2-c2ccc(F)cc2)CC1	2.1%
17	CCn1cc(/C=C(\NC(=O)c2cc(OC)c(OC)c(OC)c2)C(=O)NCCCn2ccnc2)c2ccccc21	-3.3%
18	Cc1ccc(S(=O)(=O)C(CNC(=O)c2ccc(C(F)(F)F)cc2)c2ccco2)cc1 (configuration not stated)	-1.0%
19	COC(=O)c1cc2oc3ccccc3c2n1Cc1c(F)cccc1Cl	-9.7%
20	CCn1c(SCc2c(F)cccc2Cl)nc(=O)c2c(C(=O)OC)cc(C3CC3)nc21	-15.0%
21	CCOC(=O)c1c(C)[nH]c(C)c1S(=O)(=O)N1CCCC(C(=O)Nc2ccc(C)c(N(C)C)c2)C1 (configuration not stated)	-11.6%
22	Cc1cccc(C(=O)Nc2ccc(-c3nc4cc(C(C)C)ccc4o3)cc2)c1	?
23	Cc1cccc(Cn2cc3c(=O)n(CC(=O)Nc4c(C)cccc4C)nc-3c3cc(F)ccc32)c1	-7.5%
24	Cc1cccc(-c2nc3scc(CCNS(=O)(=O)c4c(C)noc4C)n3n2)c1	-5.1%
25	O=C(NCc1cccs1)c1ccc2c(c1)N(Cc1ccccc1Cl)C(=O)c1ccccc1S2	0.9%
26	CCOC(=O)c1ccccc1NC(=O)CN1C(=O)CC(c2ccco2)Sc2ccccc21 (configuration not stated)	-15.5%
27	Cc1ccc(NC(=O)/C=C/c2ccc(C)o2)c(C)c1	?
28	CCOC(=O)c1nnc2c(-c3ccc(OC)cc3)c(C)nn2c1N	?
29	O=C(c1ccc(Br)cc1)N1CCC(c2nc3ccccc3s2)CC1	-15.6%
30	CCOC(=O)c1ccc(N2C(=O)c3n[nH]c(C)c3C2c2ccccc2OC)cc1 (configuration not stated)	?

An excerpt of these results, with each value named.
(30) CCOC(=O)c1ccc(N2C(=O)c3n[nH]c(C)c3C2c2ccccc2OC)cc1 (configuration not stated)
  FLuc counter = ?

(20) CCn1c(SCc2c(F)cccc2Cl)nc(=O)c2c(C(=O)OC)cc(C3CC3)nc21
  FLuc counter = -15.0%

(16) CC(C)(C)OC(=O)N1CCC(c2c(C(=O)NCCc3ccccc3)cnn2-c2ccc(F)cc2)CC1
  FLuc counter = 2.1%

(3) CCOC(=O)C1CCN(C(=O)c2ccc3c(c2)sc2nc(-c4ccc(OC)cc4)cn23)CC1
  FLuc counter = -16.9%

Next compounds
item	Compound	FLuc counter
31	CC1CCCN(Cc2c(O)ccc3c(=O)c(-c4ccc(Cl)cc4)c(C(F)(F)F)oc23)C1 (configuration not stated)	1.5%
32	CC1CCN(S(=O)(=O)c2ccc3nc(N4CCN(c5ccc(F)cc5)CC4)ccc3c2)CC1	-0.1%
33	Cc1cc(F)ccc1NCc1ccccc1-c1nnc(-c2ccccc2Cl)o1	?
34	O=C1c2ccccc2C(=O)C1(c1ccccc1)N1CCN(c2cccc(C(F)(F)F)c2)CC1	1.7%
35	CCn1cc(C(=O)NCc2ccccc2Cl)c(=O)c2cc(S(=O)(=O)N3CCCCCC3)ccc21	?
36	Cc1ccc2nc(-c3c[nH]c4ccccc34)c(Nc3ccccc3C)n2c1	-1.5%
37	COc1cc(Nc2ncnc3onc(-c4ccc(Cl)cc4)c23)cc(OC)c1	-10.3%
38	Cc1ccc2nc(-c3ccc(F)cc3)c(NC(C)(C)CC(C)(C)C)n2c1	-12.4%
39	CS(=O)(=O)c1ccc(-c2nnc(NC(=O)c3ccc4c(c3)OCCO4)o2)cc1	-2.9%
40	CCc1ccc(CNC(=O)C2CCCN(c3nnc(C)c4c(C)n(-c5ccc(OC)cc5)nc34)C2)cc1 (configuration not stated)	-2.1%
41	CCCCN(C)S(=O)(=O)c1ccc(C(=O)Nc2sc3c(c2C(N)=O)CC(C)(C)NC3(C)C)cc1	-1.2%
42	O=C(NCc1cccc(F)c1)C1CCN(c2nc3ccccc3nc2C(F)(F)F)CC1	-0.7%
43	Cc1ccc(-n2ncc(C(=O)Nc3ccc4c(c3)OCO4)c2C2CCN(C(=O)OC(C)(C)C)CC2)cc1	-3.3%
44	COc1cccc(NC(=O)c2oc3ccccc3c2NC(=O)c2cc3ccccc3o2)c1	?
45	Clc1ccc(CCNC(c2nnc(-c3ccccc3)o2)c2ccccc2Cl)cc1 (configuration not stated)	-18.4%
46	Fc1ccc(-n2ncc3c(Nc4cccc(Cl)c4)ncnc32)cc1	?
47	COc1ccc(Cn2c(C(=O)O)c(CNCc3cccc(OC)c3)c3ccc(C)cc32)cc1	2.0%
48	CCOc1ccc(-c2ncnn2-c2sc3c(c2C#N)CCCCC3)cc1	?
49	O=C(Cn1ncc2ccsc2c1=O)N1CCN(c2ccccc2)CC1	5.4%
50	Cc1ccc(-n2nc(CO)c(C(=O)NCc3cccnc3)n2)cc1C	?
51	Cc1cccc(N2CCN(CCCNC(=O)Cn3ncc4c([nH]c5ccccc54)c3=O)CC2C)c1 (configuration not stated)	2.3%
52	Fc1ccc(CSc2nncn3c2cc2occc23)c(Cl)c1	-12.3%
53	CCOc1ccc(N(CC(=O)Nc2ccc3c(c2)OCO3)S(=O)(=O)c2ccccc2)cc1	-7.3%
54	Cc1ccc(-n2nc(C)c3c(C)c(CCC(=O)NCc4ccccc4Cl)c(C)nc32)cc1	-2.1%
55	O=C(COCc1cc(-c2ccc(F)cc2)on1)Nc1cc(F)ccc1F	5.8%
56	O=C(CSc1nc2ccccc2c2nc(-c3ccccc3)nn12)Nc1ccc(Br)cc1	6.3%
57	O=C(Cn1c(=O)n(Cc2ccco2)c(=O)c2ccc(C(=O)NC3CCCC3)cc21)Nc1ccc(F)cc1	-2.2%
58	Cc1nc2c(c(C)nn2-c2ccccc2)c(C)c1CCC(=O)NCCc1ccc(Cl)cc1	-20.7%
59	COc1ccc(-c2c(C)nn3c(C(F)(F)F)cc(-c4ccc(C)cc4)nc23)cc1	-3.4%
60	Cc1ccc(-n2c(=O)c3oc4ccccc4c3n(Cc3ccccc3F)c2=O)cc1C	5.1%
61	CCc1cccc(NC(=O)Cn2c(=O)n(CC3CCC(C(=O)NC)CC3)c(=O)c3sccc32)c1 (configuration not stated)	-7.4%
62	Cc1ccc(S(=O)(=O)Cc2ccc(C(=O)NCCc3ccc(Cl)cc3)o2)cc1	-17.6%
63	CCOc1cc(CNC(=O)Cn2c(-c3cccs3)cc3cc(F)ccc32)ccc1OC	0.3%
64	O=C(CSc1ccccc1)N1CCc2c([nH]c3ccccc23)C1c1ccc(F)cc1 (configuration not stated)	-1.3%
65	COc1ccccc1CNC(=O)C(CC(C)C)N1Cc2ccccc2C1=O (configuration not stated)	-5.0%
66	Cc1ccc(S(=O)(=O)Cc2ccc(C(=O)N3CCN(c4cccc(Cl)c4)CC3)o2)cc1	-7.6%
67	CCOc1ccc(N(CC(=O)Nc2ccccc2CC)S(=O)(=O)c2c(C)noc2C)cc1	-2.0%
68	COc1cccc2c1Oc1ncccc1N(c1ccc(C(=O)NCc3ccccc3C)s1)C2	-2.8%
69	CCCn1c(=O)c2sccc2n2c(CCCC(=O)NCCOC)nnc12	-1.0%
70	COc1ccc(-c2nc3cc(NC(=O)c4ccc(C)cc4)ccc3o2)cc1Cl	-6.7%
71	COc1ccc(CNC(=O)CCCN2C(=O)CSc3c2c(C)nn3-c2ccccc2)c(OC)c1	-14.0%
72	COc1ccc(NC(=O)c2ncoc2-c2ccco2)cc1Cl	?
73	COc1ccc2[nH]cc(CCN=C(NC(=O)c3ccccc3OC)Nc3nc(C)cc(C)n3)c2c1	-9.4%
74	C=CCc1cccc2cc(-c3nc4ccc(C)cc4[nH]3)c(=O)oc12	-16.9%
75	COc1ccc(NC(=O)N2CCC(n3c(C)nc4cccnc43)CC2)cc1OC	-2.4%
76	COc1cccc(NC(=O)C(Cc2ccccc2)NS(=O)(=O)c2ccc3c(c2)c(=O)n(C)c(=O)n3C)c1 (configuration not stated)	-6.2%
77	CCOc1ccc(CC(=O)N2CCc3cc(OC)c(OC)cc3C2COc2ccc3c(C)cc(=O)oc3c2)cc1 (configuration not stated)	3.6%
78	Cc1ccc(-n2nc(C)c3nc(CCC(=O)Nc4ccc(F)cc4)c(=O)n(C)c32)cc1	-1.9%
79	Cc1cccc(NC(=O)c2cc3c(=O)n(Cc4ccco4)ccc3nc2C)c1	-7.7%
80	CCOC(=O)c1cccc(NC(=O)CCn2c(-c3ccc(F)cc3)cc(C(=O)OCC)c2C)c1	-6.3%
81	Cc1cccc(C)c1NC(=O)CSc1nc(-c2ccccc2)nc2c1Cc1c(CO)cnc(C)c1O2	-0.1%
82	CCc1ccc(CNC(=O)c2cc3c(=O)oc4ccc(C)cc4c3s2)cc1	-0.9%
83	CCC(Cn1nnc2ccccc2c1=O)NC(=O)Nc1ccc(C)c(C)c1 (configuration not stated)	-6.9%
84	CCCCN(Cc1ccco1)C(=O)Cn1ncc2c([nH]c3ccccc32)c1=O	-1.2%
85	CCOc1ccc(NC(=O)C2CCN(c3nnc(C)c4c(C)n(-c5ccccc5)nc34)CC2)cc1	3.8%
86	COc1cc(NS(=O)(=O)c2cc3c(cc2C)n(C)c(=O)c(=O)n3C)cc(OC)c1	-0.2%
87	COc1ccc(NC(=O)C(=O)NCCc2csc(-c3ccc(Cl)cc3)n2)cc1	-1.1%
88	CCC(Oc1ccccc1F)C(=O)Nc1c(C(=O)c2ccccc2)oc2ccccc12 (configuration not stated)	0.5%
89	CCOC(=O)c1ccc(NC(=O)c2nsc3ccccc23)cc1	2.39µM*
90	CCC1CCCCN1S(=O)(=O)c1cc2c(cc1C)NC(=O)CO2 (configuration not stated)	-8.9%

(more compounds)
item	Compound	FLuc counter
91	Cc1cccc(NC(=O)c2c(C)oc3ncnc(N4CCCCC4)c23)c1C	-6.1%
92	CCOc1ccc(C(=O)c2cn(CC(=O)Nc3ccc(OC)cc3)c3cc4c(cc3c2=O)OCO4)cc1	3.9%
93	CCN(CC)S(=O)(=O)c1ccc2c(c1)N(CC(=O)Nc1cccc(C(C)=O)c1)C(=O)CO2	-0.3%
94	Cc1cccc(CNC(=O)CCCn2c(=O)c3cccn3c3ccc(F)cc32)c1	2.1%
95	CCCOc1ccc(-c2nc(N3CCCCC3)c3ccccc3n2)cc1	-8.0%
96	COc1cccc(CNC(=O)N2CCc3c(sc4c3CCCC4)C2c2ccc(F)cc2)c1 (configuration not stated)	2.8%
97	CCCCOc1ccc(C(=O)Nc2nnc3n2CCS3)cc1	?
98	COc1ccccc1OC(C)C(=O)Nc1cccc(-c2nc3ccccc3s2)c1 (configuration not stated)	10.7µM*
99	CC1=C(C(=O)NCc2ccccc2C)C2(CCCCCC2)OC1=O	-9.4%
100	CCOC(=O)c1ccccc1NC(=O)c1cn(CC(C)C)c(=O)c2cc(OC)c(OC)cc12	0.4%
101	CCCSCCCNC(=O)c1ccc2c(c1)sc1nc(-c3ccc(OCC)cc3)cn12	1.7%
102	COC(=O)c1ccc(NC(=O)CCNS(=O)(=O)c2cccc3nsnc23)cc1	-0.2%
103	Cc1ccc(-n2ncc3c(Nc4cccc(C)c4)ncnc32)cc1	?
104	CCN(c1cc(C)cc(C)c1)S(=O)(=O)c1nnc(NC(=O)C2CCCCC2)s1	-0.5%
105	COc1ccc(N2C(=O)C(CC(=O)Nc3ccccc3)N(CCC3=CCCCC3)C2=O)cc1 (configuration not stated)	1.0%
106	O=C(CSC1=Nc2ccccc2N=C(c2ccc(F)cc2)C1)Nc1ccccc1	0.1%
107	Cn1c(=O)oc2cc(S(=O)(=O)N3CCCC(C(=O)Nc4ccc(Br)cc4F)C3)ccc21 (configuration not stated)	-2.7%
108	COc1ccc(CCC(=O)NCCc2csc(-c3cccc(F)c3)n2)cc1	-17.0%
109	Oc1cccc(Nc2cc(-c3ccccc3)ncn2)c1	16.9µM*

This is a subset, so the mix of outcomes need not match the whole.
